From PubChem BioAssay
KCNK9 inh: inhibitors of human KCNK9 two-pore domain potassium channel. actives 1.2% (n = 310,000). Q9NPC2. B-score at 10 µM. HEK293 KCNK9, FluxOR thallium flux fluorescence; active compounds read low;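 active = ratio B-score over 3 SD below the library mean, with starting fluorescence within 5 SD of its mean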;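 also: negative B-score means less thallium flux so channel inhibition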
hERG rescue: hERG (human) protection from proarrhythmic block; Q12809; AID 1511; activation (rescue from dofetilide block), less the hit threshold, % at 10 µM; CHO-hERG, FluxOR thallium flux, dofetilide IC70 present; actives 0.51% (n = 310,000);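 active = activation above the mean of controls blocked by dofetilide plus 5 SD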;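 also: thallium influx through hERG after potassium depolarization seen as dye fluorescence rise; in these data hits start at about 4.7%; inactives centre near -7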
Platelet DG rel: modulates dense granule release in human platelets. human platelet-rich plasma, SFLLRN dense granule ATP release, luminescence. actives 0.22% (n = 300,000). inhibition, %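 (compounds screened at 7.5 µM in platelet-rich plasma)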;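 active = mean replicate score, as percent of positive control, at or above 50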
TRPC4 PAM: TRPC4 (mouse) allosteric potentiation; HEK293 TRPC4beta/mu-opioid, DAMGO EC20, Fluo-4 Ca2+ flux; active compounds read high; B-score at 10 µM; actives 0.42% (n = 310,000);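 active = B-score of calcium response area above 5 SD of library B-scores, with initial fluorescence ratio within 5 SD of library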;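 also: B-score of integrated fluorescence ratio over time as area under calcium response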
Target sequence (Q9QUQ5 whole entry, looked up): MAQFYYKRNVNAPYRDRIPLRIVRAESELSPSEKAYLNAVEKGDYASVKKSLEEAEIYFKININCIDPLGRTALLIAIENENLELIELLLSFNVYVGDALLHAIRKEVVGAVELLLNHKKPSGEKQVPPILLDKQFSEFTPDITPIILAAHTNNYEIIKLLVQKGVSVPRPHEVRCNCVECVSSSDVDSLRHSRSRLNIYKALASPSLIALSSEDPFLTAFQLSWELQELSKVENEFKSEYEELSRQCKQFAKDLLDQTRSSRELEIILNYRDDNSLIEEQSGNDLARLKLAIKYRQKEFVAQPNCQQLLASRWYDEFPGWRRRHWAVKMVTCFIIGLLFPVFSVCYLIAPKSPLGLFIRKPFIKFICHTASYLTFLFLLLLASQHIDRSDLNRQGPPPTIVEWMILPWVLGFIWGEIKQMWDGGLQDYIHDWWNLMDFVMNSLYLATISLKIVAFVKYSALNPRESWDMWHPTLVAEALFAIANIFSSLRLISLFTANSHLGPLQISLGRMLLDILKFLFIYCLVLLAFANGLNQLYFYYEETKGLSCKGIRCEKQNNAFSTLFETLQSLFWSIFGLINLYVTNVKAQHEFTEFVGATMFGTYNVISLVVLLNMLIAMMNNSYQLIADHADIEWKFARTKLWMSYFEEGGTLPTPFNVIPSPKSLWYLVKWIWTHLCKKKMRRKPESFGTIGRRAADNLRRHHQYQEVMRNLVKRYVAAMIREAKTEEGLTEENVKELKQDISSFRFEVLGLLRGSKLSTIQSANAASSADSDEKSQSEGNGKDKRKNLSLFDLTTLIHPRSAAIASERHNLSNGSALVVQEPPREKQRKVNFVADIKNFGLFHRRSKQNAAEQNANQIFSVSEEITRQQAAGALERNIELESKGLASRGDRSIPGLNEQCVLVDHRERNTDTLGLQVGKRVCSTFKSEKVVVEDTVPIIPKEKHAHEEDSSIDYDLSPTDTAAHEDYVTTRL
PolyA inhibitor: inhibitors of polyadenylation in S. cerevisiae; S. cerevisiae SKY197-pL101 polyadenylation reporter, beta-gal luminescence; efflux-impaired pdr1/pdr3 knockout yeast; score 100 = 6 SD above DMSO; calls only at 12 µM; actives 0.02% (n = 300,000); AID 1875;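 active = lowest replicate activity score at least 50, where 100 means six control SD above control mean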;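 also: yeast exposed to compound for 9 h at 30 °C; higher score means more reporter readthrough which indicates perturbed polyadenylation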
KCNK3 block: human KCNK3 channel inhibition, primary screen; O14649; CHO-KCNK3 thallium flux, FluxOR fluorescence; active compounds read low; B-score at 10 µM; actives 0.84% (n = 340,000);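 active = B-score under library mean minus 4 SD, starting fluorescence ratio at most library mean plus 5 SD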;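 also: more negative B-score means stronger inhibition of thallium flux through KCNK3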
TRPC4 inh: blocks the mouse TRPC4 cation channel. Q9QUQ5. HEK293 TRPC4beta/mu-opioid, DAMGO-evoked Fluo4 calcium flux; active compounds read low. B-score at 10 µM. actives 0.39% (n = 300,000). AID 2247;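 active = B-score over 3 SD under the library average, no early fluorescence shift, positive overall ratio signal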
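Material: HEK293 cells with stable TRPC4beta plus mu-opioid receptor expression; probe or stimulus: DAMGO in two steps, submaximal then maximal; technique: Fluo4 calcium fluorescence by kinetic imaging, 5 s 1 Hz baseline; measure: integrated fluorescence ratio relative to baseline, converted to per-well B score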
TRPC4 act: opens the mouse TRPC4 cation channel | Q9QUQ5 | HEK293 TRPC4beta/mu-opioid, Fluo4 calcium fluorescence; active compounds read high | B-score at 10 µM | actives 0.49% (n = 310,000);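 active = B-score above 5 SD of library B-scores, and initial fluorescence ratio not above library mean plus 5 SD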;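 also: positive B-score marks a calcium rise read as TRPC4 activation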
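Material: TRPC4beta and mu-opioid receptor HEK293 stable cells | Incubation: 45 min room-temperature Fluo4 loading, 110 s read | Detection: Kinetic Fluo4 calcium fluorescence | Measure: Integrated baseline-normalised fluorescence ratio, converted to per-well B score | Benchmarks: Low control buffer alone, high control maximal DAMGO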
KCNQ1 inh: inhibitors of human KCNQ1 potassium channel | P51787 | CHO-K1 KCNQ1, FluxOR thallium flux fluorescence; active compounds read high | B-score at 10 µM | actives 1.3% (n = 310,000) | AID 2642;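 active = compounds whose thallium flux B-score, printed positive for inhibition, exceeds three library SD while starting fluorescence stays within three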;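 also: channel opened by potassium depolarization with thallium stimulus after 20 min compound exposure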
KCNQ1 pot: potentiates or activates the human KCNQ1 potassium channel; P51787; CHO-K1 KCNQ1, thallium flux FluxOR fluorescence; active compounds read high; B-score at 10 µM; actives 0.35% (n = 310,000); AID 2648;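 active = fluorescence ratio B-score, a plate-corrected score, at least three library SD, with initial intensity B-score within 5 SD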
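Material: CHO-K1 cells stably expressing KCNQ1. Medium: assay buffer for compound exposure, DMSO matched across wells. Reagent: K+/Tl+ depolarizing stimulus. Compound dosing: single-concentration screen. Times: 37 °C overnight plating, 90-min dark dye load, 20-min compound pretreatment. Technique: FluxOR Tl+ flux fluorescence.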
Dyrk1A ADPGlo: inhibitors of rat Dyrk1A kinase; Q63470; ADP-Glo luminescence, NFATc1 peptide; inhibition, % at 12.5 µM; actives 0.43% (n = 310,000); in the data active = inhibition above about 50%;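 also: plate controls were vehicle with enzyme for no effect and no enzyme for full effect; many of its hits are not listed in these tables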
The depositor's hits bear a star; i = inactive; nt = no result given. This is a subset; count on the stated rates, not on these rows.

cpd	structure	KCNK9 inh	hERG rescue	Platelet DG rel	TRPC4 PAM	PolyA inhibitor	KCNK3 block	TRPC4 inh	TRPC4 act	KCNQ1 inh	KCNQ1 pot	Dyrk1A ADPGlo
1	Cc1ccccc1NC(=O)CSc1nc(N)c(C#N)c(-c2cccs2)c1C#N	i	-2.7	-2.7	i	i	i	i	i	i	i	4.5
2	Cc1ccc(C(=O)C2CCN(CC(=O)Nc3ccc(N(C)C)cc3)CC2)cc1	i	-10.7	-2.7	i	i	i	i	i	i	i	-28.1
3	C=CCOc1ccccc1CNCCCN1CCOCC1	i	-9.4	1.7	i	i	i	i	i	i	i	-0.2
4	Cc1ccc(-c2nc(CS(=O)CC(=O)NCc3ccccn3)c(C)o2)cc1 (stereo not given)	i	-6.7	-0.4	i	i	i	i	i	i	i	0.8
5	COc1ccc(CC(=O)NNC(=O)c2cccs2)cc1	i	-3.2	4.9	i	i	i	i	i	i	i	-5.1
6	CCCOC(=O)c1ccc(Nc2cc(C)nc3ncnn23)cc1	i	-1.3	nt	i	i	i	i	i	i	i	0.2
7	COC(=O)c1ccc(CSc2nc3cc(Cl)ccc3s2)o1	i	-0.8	1.4	i	i	i	i	i	i	i	-4.8
8	S=c1[nH]nc(-c2cccc3ccccc23)n1-c1cccnc1	i	-8.8	2.8	i	i	i	i	i	i	i	-3.6
9	CC(C)[C@H](NC(=O)NCCc1ccccc1)C(=O)O	i	-6.4	20.2	i	i	i	i	i	i	i	1.3
10	Cc1ccc(NC(=O)NNC(=O)c2cc3ccccc3cc2O)cc1	i	-2.0	-15.9	i	i	i	i	i	i	i	-0.8
11	CN(C(=O)CSc1nc2c(c(=O)[nH]1)CCC2)c1ccccc1	i	2.4	-1.7	i	i	i	i	i	i	i	3.5
12	COc1ccc(NC(=O)Cc2nc3ccccc3[nH]2)cc1	i	-2.7	0.6	i	i	i	i	i	i	i	-0.8
13	CCc1nc2ccccc2c(C(=O)O)c1C	i	-5.8	-1.4	i	i	i	i	i	i	i	-4.5
14	Cc1ccc(-n2c(C)nnc2SCC(=O)NC2CC2)cc1	i	-5.3	5.3	i	i	i	i	i	i	i	-1.3
15	Cc1cc(NC(=O)c2cccc(S(=O)(=O)N3CCCCCC3)c2)n(-c2ccccn2)n1	i	-17.5	-5.7	i	i	i	i	i	i	i	-6.0
16	COc1cc(S(=O)(=O)NCCCN2CCOCC2)ccc1Cl	i	-1.5	-1.5	i	i	i	i	i	i	i	nt
17	CC1CCC(NC(=O)CN(C)S(=O)(=O)c2ccc3c(c2)c(=O)n(C)c(=O)n3C)CC1 (stereo not given)	i	-6.6	3.7	i	i	i	i	i	i	i	7.6
18	Cc1c(C(=O)NCc2ccccn2)oc2ccccc12	i	-10.1	-0.4	i	i	i	i	i	i	i	0.5
19	Cc1ccc(O)c(/C=N/NC(=O)CN2CCCC2)c1	i	-8.7	2.5	i	i	i	i	i	i	i	8.3
20	CCCCC1OC23CCCCC2C(C#N)(C#N)C1(C#N)C(=N)O3 (stereo not given)	i	-2.3	12.5	i	i	i	i	i	i	i	11.1
21	COC(=O)C1=C[C@@H](C(=O)OC)[C@@H]2C3=C(C(=O)[C@@]2(C)NC(=O)c2ccccc2)[C@H](c2ccccc2)n2c(=O)n(-c4ccccc4)c(=O)n2[C@@H]3C1	i	0.5	-0.2	i	i	nt	nt	i	i	i	nt
22	CNC(=S)N/N=C(\C)c1ccc(C)c(C)c1	i	-1.4	-21.7	i	i	i	i	i	i	i	-0.9
23	Cc1nc2ccccc2c2c1C(=O)N(CCC1=CCCCC1)C2=O	i	-7.2	-13.5	i	i	nt	i	i	i	i	nt
24	O=C(NC1CCS(=O)(=O)C1)C1CCCCN1S(=O)(=O)c1ccc(Cl)cc1 (stereo not given)	i	1.8	-9.8	i	i	i	i	i	i	i	-8.6
25	COc1ccc(CCNC(=O)c2cc3c(=O)n(C)c4ccccc4c3n2C)c(OC)c1	i	-12.9	16.5	i	i	i	i	i	i	i	-4.7
26	CCCCN(C(=O)C1CCN(C(=O)c2ccccc2C)CC1)c1c(N)n(CCCC)c(=O)[nH]c1=O	i	-6.2	-15.0	i	i	i	i	i	i	i	-5.1
27	O=C(Nc1ccc(F)cc1)N1CCn2c(nc3ccccc32)C1	i	-10.6	11.5	i	i	i	nt	i	i	i	4.6
28	CS(=O)(=O)N1CCc2ccc(NC(=O)C3CCCO3)cc2C1 (stereo not given)	i	-1.4	-5.7	i	i	i	i	i	i	i	-2.2
29	O=C(c1ccccc1Br)N1CCN(Cc2ccc3c(c2)OCO3)CC1	i	-9.0	4.5	i	i	i	i	i	i	i	-3.8
30	CCOC(=O)C1=C(C)NC(C)=C(C(=O)OCC)C1/C=C/c1ccccc1OC	i	-0.8	11.9	i	i	i	i	i	i	i	-7.5
31	CN(CCOc1ccccc1)CC(=O)Nc1ccc(Cl)c(S(=O)(=O)N(C)C)c1	i	-6.4	4.0	i	i	i	i	i	i	i	nt
32	COc1cccc(SCc2noc(C(=O)NCC3CCCO3)c2C(=O)O)c1 (stereo not given)	i	-8.3	-0.1	i	nt	i	i	i	i	i	-3.1
33	Cc1cc(N2C(=O)CC(C(C)c3ccccc3)C2=O)no1 (stereo not given)	i	-0.7	-7.6	i	i	i	i	i	i	i	1.3
34	Fc1ccc(C2c3[nH]c4ccccc4c3CCN2Cc2cccn2-c2ncccn2)cc1 (stereo not given)	-7.81*	-21.7	3.2	i	i	-14*	i	i	6*	i	-0.2
35	Cc1cc(Nc2ccccc2F)n2nc(C)nc2n1	i	-7.8	2.9	i	i	i	i	i	i	i	15.8
36	CC(=O)c1cc(NC(=O)c2ccc([N+](=O)[O-])cc2)c(=O)oc1C	i	-6.0	-0.1	i	i	i	i	i	i	i	-5.1
37	CCCNC(=O)Cn1nc(C)n2c(cc3cc(F)ccc32)c1=O	i	-10.7	4.8	i	i	i	i	i	i	i	-3.6
38	Cc1ccc(C(=O)C[n+]2cccc3ccccc32)cc1	i	-1.0	2.3	i	i	i	i	i	i	i	-4.0
39	COC(=O)c1ccccc1NC(=O)N1c2ccccc2Sc2ccccc21	i	-8.9	-1.6	i	i	i	i	i	i	i	6.7
40	COC(=O)NC1CCC(CC2CCC(NC(=O)OC)CC2)CC1 (stereo not given)	i	-2.5	1.0	i	i	i	i	i	i	i	0.1
41	CC1(C)CC(=O)C/C(=N\NC(=O)c2cccs2)C1	i	-2.4	7.7	i	i	i	i	i	i	i	0.2
42	O=C(COC(=O)CSc1ccc([N+](=O)[O-])cc1)NC1CCCCCCC1	i	-6.2	-10.9	i	i	i	i	i	i	i	6.0
43	CNC(=O)CSc1nnnn1-c1ccc(C)cc1C	i	-3.2	-2.4	i	i	i	i	i	i	i	0.7
44	O=c1c2ccccc2nc(SCc2nnc(-c3ccccc3)o2)n1-c1ccccc1	i	-17.2	-1.6	i	i	i	i	i	i	i	nt
45	COC(=O)C1=C(C)N(C)C(=O)NC1c1ccc(O)c(OC)c1 (stereo not given)	i	-6.6	0.2	i	i	i	i	i	i	i	3.2
46	CCn1c(COc2ccccc2)nnc1SCC(=O)Nc1ccc(N2CCOCC2)cc1	i	-8.4	14.0	i	i	i	i	i	i	i	3.3
47	O=C1CS/C(=N\NC(=O)c2ccccc2)N1	i	-5.9	13.2	i	i	i	i	i	i	i	nt
48	CC(OC(=O)c1ccc(Cl)nc1)C(=O)NCc1ccc2c(c1)OCO2 (stereo not given)	i	-5.8	-5.5	i	i	i	i	i	i	i	3.3
49	COc1ccc(Cc2nnc(NC(=O)C3CC(=O)N(CCc4ccc(F)cc4)C3)s2)cc1OC (stereo not given)	i	-6.7	17.3	i	i	i	i	i	i	i	2.4
50	C=CCN1C=C2C(=O)C(C)(OC(=O)CCC(=O)OC)C(=O)C(Br)=C2C=C1c1ccc(OC)cc1 (stereo not given)	i	-7.2	-2.8	i	i	i	i	i	i	i	6.1

Carrying on.
cpd	structure	KCNK9 inh	hERG rescue	Platelet DG rel	TRPC4 PAM	PolyA inhibitor	KCNK3 block	TRPC4 inh	TRPC4 act	KCNQ1 inh	KCNQ1 pot	Dyrk1A ADPGlo
51	CC(C)(C)c1nc(SCC(=O)N2CC(=O)Nc3ccccc32)c2ccccc2n1	i	0.9	-2.5	i	i	i	i	i	i	i	nt
52	O=C(NCC(=O)N1CCN(c2ncc(C(F)(F)F)cc2Cl)CC1)c1ccc(Br)o1	i	-12.5	-1.6	i	i	i	i	i	i	i	-0.4
53	CCCCC(=O)Nc1ccccc1C(=O)N1CCOCC1	i	-7.5	1.3	i	i	i	i	i	i	i	4.3
54	CCOC(=O)Nc1ccc2c(CNC(C)c3ccccc3OC)cc(=O)oc2c1 (stereo not given)	i	-13.8	0.7	i	i	i	i	i	i	i	-0.4
55	c1ccc2c(Cn3ccnc3)cccc2c1	i	-6.3	2.0	i	i	i	i	i	i	i	11.9
56	CCOC(=O)c1cnc2sccn2c1=O	i	-4.0	2.1	i	i	i	i	i	i	i	6.8
57	CC(=O)OCCN1CCN(C(=O)CN2C(=O)NC(c3ccccc3)(c3ccccc3)C2=O)CC1	i	-6.1	-3.1	i	i	i	i	i	i	i	0.9
58	Cc1ccc2c(Cl)c(C(=O)N/N=C/c3cccn3C)sc2c1	i	-5.8	2.8	i	i	i	i	i	i	i	-3.0
59	Fc1ccccc1-c1nc(NCc2ccccc2)c2ccccc2n1	i	-12.8	0.9	i	i	i	i	i	i	i	nt
60	Cc1cccc(OCC(=O)N/N=C\c2cccn2C)c1C	i	-1.9	-4.8	i	i	i	i	i	i	i	2.2
61	COCc1cc(C(C)=O)ccc1OCC(=O)Nc1ccc(NC(C)=O)cc1	i	-6.7	-7.5	i	i	i	i	i	i	i	-6.9
62	Cc1ccc[n+](/C(=C\C(=C=[N-])C#N)C(=O)c2ccc(Cl)cc2)c1	i	-3.2	0.3	i	i	i	i	i	i	i	0.3
63	CCc1cc(=O)oc2c(CNCc3ccc(OC)cc3OC)c(O)c(Cl)cc12	i	-7.1	-0.9	i	i	i	i	i	i	i	-1.2
64	COc1cccc(NC(=S)N2CCC(N(C)CC3CCCO3)CC2)c1 (stereo not given)	i	-5.3	5.7	i	i	i	i	i	i	i	-1.5
65	COc1c(C)cc(Br)cc1C(=O)Nc1ccc(S(N)(=O)=O)cc1	i	-4.5	-0.9	i	i	i	i	i	i	i	-4.0
66	CCCN(CC1CC1)C(=O)COC(=O)c1ccc2c(c1)C(=O)N(c1ccc(OCC)cc1)C2=O	i	-8.3	6.9	i	i	i	i	i	i	i	3.0
